# TEAD-YAP block = TEAD-YAP interaction inhibition. HEK-TIYL cells, TEAD-Gal4/YAP UAS-luciferase luminescence. inhibition, % at 9.12 µM. 1.4% of 640,000 active. AID 1259422; in the data active means inhibition above about 32%;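 further: 0% = median of test compound wells and 100% = reference inhibitor wells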
# FBW7 activator = activators of human E3 ligase FBW7 | normalized activity (activation), % at 26.1 µM | 0.13% of 650,000 active | AlphaScreen FBW7–phospho-cyclin E peptide binding, activator screen | Q969H0; in the data active means normalized activity above about 1.9%;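 further: purified mutant Fbw7 with reduced substrate affinity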
# Target sequence (Q969H0 whole entry, looked up): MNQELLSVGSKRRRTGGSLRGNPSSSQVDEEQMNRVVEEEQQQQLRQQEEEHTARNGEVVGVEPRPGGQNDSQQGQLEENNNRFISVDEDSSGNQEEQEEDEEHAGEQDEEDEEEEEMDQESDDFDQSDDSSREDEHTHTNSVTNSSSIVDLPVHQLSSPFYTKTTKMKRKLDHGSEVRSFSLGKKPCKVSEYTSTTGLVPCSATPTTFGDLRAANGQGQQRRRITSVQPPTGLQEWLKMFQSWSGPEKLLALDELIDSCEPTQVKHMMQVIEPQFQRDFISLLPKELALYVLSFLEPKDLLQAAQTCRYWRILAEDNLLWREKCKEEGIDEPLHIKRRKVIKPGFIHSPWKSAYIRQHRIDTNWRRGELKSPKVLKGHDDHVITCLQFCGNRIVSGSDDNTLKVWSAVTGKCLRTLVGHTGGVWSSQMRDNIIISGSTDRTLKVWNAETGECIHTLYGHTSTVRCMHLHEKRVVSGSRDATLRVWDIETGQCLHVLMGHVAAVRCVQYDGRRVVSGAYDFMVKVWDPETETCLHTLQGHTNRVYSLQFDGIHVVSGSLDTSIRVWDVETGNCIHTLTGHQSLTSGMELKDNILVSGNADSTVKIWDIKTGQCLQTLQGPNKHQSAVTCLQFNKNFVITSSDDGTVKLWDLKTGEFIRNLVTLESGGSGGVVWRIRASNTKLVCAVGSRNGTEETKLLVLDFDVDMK
# GPR151 activ = activators of human GPR151 | activation, % at 11.2 µM | AID 1508602 | PathHunter beta-arrestin GPR151 cells, luminescence | 1% of 650,000 active; in the data active means activation above about 4.9%;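 further: 0% = median of compound wells and 100% = cells with positive control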
# MITF primary = blocks human microphthalmia-associated transcription factor | AID 1259374 | AlphaScreen MITF homodimerization, bead proximity signal | 0.91% of 650,000 active | inhibition, % at 2.6 µM; in the data active means inhibition above about 50%;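 further: 0% = vehicle wells with protein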
# * marks the source's active call; other numbers are inactive results; & = joins results of further samples. Hits appear at their usual frequency; about 3.5% have a hit in one of these screens.
# Screens by letter: A = TEAD-YAP block; B = FBW7 activator; C = GPR151 activ; D = MITF primary
O=C1c2ccccc2S(=O)(=O)N1c1ccc(Cl)cc1
  A: -5; B: 0.0; C: 0.2; D: 1
CCOC(=O)c1c(NC(=O)c2nn3c(C(F)(F)F)cc(-c4ccccc4)nc3c2Br)sc2c1CCC(C)C2 (stereo not drawn)
  A: -1; B: 0.0; C: 1.4; D: -2
Cc1cc2ncn(CC(O)COc3ccccc3C(=O)O)c2cc1C (stereo not drawn)
  A: -2; B: -0.1; C: -0.7; D: -11
COc1ccc(OC)c(CN2CCN(C(=O)c3ccc(NC(N)=O)cc3)CC2)c1
  A: 2; B: 0.0; C: -0.1; D: -1
Cc1ccc(OCC(=O)N2c3ccccc3CC2C)c([N+](=O)[O-])n1 (stereo not drawn)
  A: -2; B: 0.5; C: -2.5; D: 14
Cc1onc(-c2c(Cl)cccc2Cl)c1C(=O)Nc1ccc(C(N)=O)cc1
  A: 14; B: 0.2; C: -1.9; D: 19
COc1cccc2cc(C(=O)NC(C)=O)c(=Nc3cccc(C(F)(F)F)c3)oc12
  A: -1; B: -0.1; C: 2.5; D: 0
O=C1CN(C(=O)c2cccc([N+](=O)[O-])c2)C(c2ccccc2)c2cc(Br)ccc2N1 (stereo not drawn)
  A: 4; B: -0.1; C: 1.3; D: -5
CCOc1ccc(C(=O)C(C)Sc2nnc(-c3ccc(Br)cc3)o2)cc1 (stereo not drawn)
  A: 9; B: -0.1; C: -0.2; D: 11
COCCNC(=O)C(=O)NCc1cccs1
  A: -2; B: -0.1; C: -1.3; D: -11
CCOC(=O)c1sc(NC(=O)Nc2ccc(Cl)c(Cl)c2)nc1C
  A: -2; B: 0.1; C: 1.2; D: -6
O=C1NC(=O)C(=Cc2ccc(-c3cccc(Br)c3)o2)C(=O)N1
  A: -2; B: -0.4; C: 1.0; D: 3
COc1ccc(-c2oc3ncn4nc(COc5cc(C)c(Cl)cc5C(C)C)nc4c3c2-c2ccc(OC)cc2)cc1
  A: -1; B: 0.0; C: -0.1; D: -4
CCOC(=O)c1c(NC(=O)CCN2CC(C)OC(C)C2)sc2c1CCC2 (stereo not drawn)
  A: -12; B: -0.1; C: 1.5; D: 13
O=C1Nc2ccccc2N(O)N1c1ccc(F)c(Cl)c1
  A: 7; B: -0.1; C: 0.3; D: 11
Clc1ccc(OCCCN2CCNCC2)c(Br)c1
  A: -2; B: -0.1; C: 0.3; D: 39
COc1cc(/C=C2/C(=N)N3OC(C)=CC3=NC2=O)ccc1OC(=O)c1ccccc1
  A: 0; B: -0.3; C: -0.3; D: -4
O=C(NCCOc1ccccc1)c1cc(Cl)nc2ccccc12
  A: 6; B: 0.2; C: 1.0; D: 21
COCCNC(=S)Nc1ccc(S(=O)(=O)Nc2ncccn2)cc1
  A: -4; B: 0.0; C: -0.1; D: 7
CC(C)(C)C(=O)CSc1nnc(-c2cccc(S(=O)(=O)N3CCCCC3)c2)o1
  A: 3; B: 0.3; C: -0.5; D: 2
OCCCc1nc2n(n1)C(c1ccccc1)C=C(c1ccccc1)N2 (stereo not drawn)
  A: -6; B: 0.0; C: -1.5; D: 1
CN(C)c1ccc(/C=C2/N=C(c3ccc(C(C)(C)C)cc3)OC2=O)cc1
  A: -11; B: 0.6; C: -1.1; D: 5
S=C(NCCc1ccccc1)N1CCN(c2ncccn2)CC1
  A: 6; B: 0.1; C: -0.2; D: 7
Cc1ccc(NC(=O)CN2C(=O)S/C(=C\c3ccc(N4CCOCC4)o3)C2=O)cc1
  A: 3; B: -0.2; C: 0.1; D: -2
Nc1nccc(N2CCN(S(=O)(=O)Cc3ccccc3)CC2)n1
  A: -2; B: 0.1; C: 3.0; D: 0
O=S(=O)(NC(=S)Nc1ccccc1)c1ccc(F)cc1
  A: 9&11; B: 0.0&-0.2; C: 1.1&1.2; D: 1&-5
Fc1ccc(CN2CCC(N3CCOCC3)CC2)cc1
  A: 2; B: 0.0; C: -1.1; D: 61*
COc1ccccc1N1CCN(C2CCCN(Cc3ccccc3OCCO)C2)CC1 (stereo not drawn)
  A: 10; B: 0.1; C: 0.2; D: 8
COc1ccc(/C=C/C(=O)NCc2ccc(Cl)cc2)cc1OC
  A: 2; B: 0.1; C: -0.4; D: -1
CC1CCC2(CC1)SCC(=O)N2c1ccccc1 (stereo not drawn)
  A: -9; B: 0.1; C: 1.0; D: -1

# 13 of these compounds, set out differently:
# Screens in order: TEAD-YAP block, FBW7 activator, GPR151 activ, MITF primary
O=C(NCCOc1ccccc1)c1cc(Cl)nc2ccccc12
    6, 0.2, 1.0, 21
COCCNC(=S)Nc1ccc(S(=O)(=O)Nc2ncccn2)cc1
    -4, 0.0, -0.1, 7
CC(C)(C)C(=O)CSc1nnc(-c2cccc(S(=O)(=O)N3CCCCC3)c2)o1
    3, 0.3, -0.5, 2
OCCCc1nc2n(n1)C(c1ccccc1)C=C(c1ccccc1)N2 (stereo not drawn)
    -6, 0.0, -1.5, 1
CN(C)c1ccc(/C=C2/N=C(c3ccc(C(C)(C)C)cc3)OC2=O)cc1
    -11, 0.6, -1.1, 5
S=C(NCCc1ccccc1)N1CCN(c2ncccn2)CC1
    6, 0.1, -0.2, 7
Cc1ccc(NC(=O)CN2C(=O)S/C(=C\c3ccc(N4CCOCC4)o3)C2=O)cc1
    3, -0.2, 0.1, -2
Nc1nccc(N2CCN(S(=O)(=O)Cc3ccccc3)CC2)n1
    -2, 0.1, 3.0, 0
O=S(=O)(NC(=S)Nc1ccccc1)c1ccc(F)cc1
    9&11, 0.0&-0.2, 1.1&1.2, 1&-5
Fc1ccc(CN2CCC(N3CCOCC3)CC2)cc1
    2, 0.0, -1.1, 61*
COc1ccccc1N1CCN(C2CCCN(Cc3ccccc3OCCO)C2)CC1 (stereo not drawn)
    10, 0.1, 0.2, 8
COc1ccc(/C=C/C(=O)NCc2ccc(Cl)cc2)cc1OC
    2, 0.1, -0.4, -1
CC1CCC2(CC1)SCC(=O)N2c1ccccc1 (stereo not drawn)
    -9, 0.1, 1.0, -1

# (next part)
# Screens by letter: A = TEAD-YAP block; B = FBW7 activator; C = GPR151 activ; D = MITF primary
O=C(O)c1cccc(S(=O)(=O)Nc2ccccn2)c1
  A: -15; B: 0.3; C: -4.9; D: -3
Cn1c(=O)n(C)c2cc(CNCCNC(=O)c3nonc3N)ccc21
  A: -6; B: 0.3; C: -1.1; D: 18
O=C(Nc1cccc(O)c1)c1cc(-c2cccc(Cl)c2)on1
  A: 10; B: 0.0; C: 1.1; D: 2
CCc1nnc2c3c4c(sc3ncn12)CC(C)CC4 (stereo not drawn)
  A: -10; B: -0.5; C: -1.2; D: 2
O=C(CN(C(=O)c1csnn1)c1cccc2ccccc12)NCc1ccccc1
  A: -13; B: 0.1; C: 1.0; D: 9
Cc1cc(NC(=S)NCCO)ccc1F
  A: 0; B: -0.1; C: 0.5; D: -10
CCOC(=O)Cc1nnc2c(NC(C)C)nc3nonc3n12
  A: 4; B: -0.1; C: -0.4; D: -21
CCC(=O)Oc1ccc2c3c(c(=O)oc2c1)CCC3
  A: 13; B: 0.3; C: -1.9; D: 21
COc1cc2nc(NCc3ccccn3)n3nc(-c4ccccc4)nc3c2cc1OC
  A: 4; B: 0.1; C: 1.4; D: -3
Cc1cc(C)n(C(=O)c2cc(F)c(F)cc2Br)n1
  A: 2; B: 0.7; C: 0.2; D: 9

# Next section, starting with the last two of the part before.
# Screens by letter: A = TEAD-YAP block; B = FBW7 activator; C = GPR151 activ; D = MITF primary
COc1cc2nc(NCc3ccccn3)n3nc(-c4ccccc4)nc3c2cc1OC
  A: 4; B: 0.1; C: 1.4; D: -3
Cc1cc(C)n(C(=O)c2cc(F)c(F)cc2Br)n1
  A: 2; B: 0.7; C: 0.2; D: 9
Cc1cccc(OCCNC(=O)C2CC(=O)N(c3ccc(F)cc3)C2)c1 (stereo not drawn)
  A: 5; B: 0.0; C: 1.3; D: 1
COc1ccc(CCNC(=O)CC(=O)N/N=C/c2ccc(C(=O)O)cc2)cc1OC
  A: 7; B: 0.3; C: -0.3; D: 1
CCc1ccc2nc(NC(=O)Cc3csc(NC(=O)c4ccco4)n3)sc2c1
  A: -36; B: 0.1; C: -0.4; D: -8
COc1ccccc1CNC(=O)c1sc2ncnc(N3CCN(c4ccccc4)CC3)c2c1C
  A: 2; B: -0.5; C: -0.4; D: 3
CC1CC(C)(C)NC(=S)N1CC(=O)NCc1ccc2c(c1)OCO2 (stereo not drawn)
  A: 1; B: -0.2; C: -0.7; D: 2
COCCNc1c(Cc2ccccc2)nc2cnccn12
  A: 2; B: 0.1; C: 0.5; D: 5
CCOc1ccc(Cn2ccnc2CCl)cc1[N+](=O)[O-]
  A: -8; B: 0.6; C: -0.1; D: -15
COc1cccc(C(=O)N/C(=C\c2ccccc2OC)C(=O)Nc2ccc(Cl)cc2)c1
  A: -7; B: 0.3; C: -1.2; D: 12
O=[N+]([O-])c1ccc2nc(CSc3nc4ccccc4n3-c3ccccc3)[nH]c2c1
  A: -13; B: 0.3; C: -0.6; D: 2
O=C(O)CCN(CC(=O)O)C(=O)c1ccccc1
  A: -12; B: 0.3; C: 0.1; D: 11
Cc1cc2cc3cc(C(=O)O)sc3nc2cc1C
  A: -14; B: 0.0; C: -1.4; D: -4
Cc1csc(S(=O)(=O)N2CCC(CO)(Cc3ccccc3Cl)CC2)c1
  A: -10; B: 0.0; C: 27*; D: -3
CSc1ccc(/C=C2/NC(=O)N(Cc3ccccc3F)C2=O)cc1
  A: 7; B: -0.2; C: -0.8; D: -9
CN1CCN(C2=CC(=[N+]3CCCC3)CC(C)(C)C2)CC1
  A: -5; B: 0.1; C: 0.6; D: 10
CCN(CC)C(=O)CN(c1ccc(C)c(C)c1)S(=O)(=O)c1cc(C)ccc1OC
  A: -9; B: 0.1; C: 4.0; D: -14
Cc1nnc(NC(=O)COc2ccc(Cl)c(C)c2)s1
  A: -7; B: 0.5; C: -0.5; D: -2
COCc1nnc(NC(=O)Cc2ccc(Br)cc2)s1
  A: 3; B: -0.2; C: 0.3; D: 2
COc1cc([N+](=O)[O-])ccc1NC(=O)/C(=C/c1ccc(OC)c(OC)c1)NC(=O)c1ccc(Cl)cc1
  A: 6; B: 0.5; C: -1.1; D: 9
O=C1NC(c2ccccc2)C(C(=O)c2cccs2)=C1O (stereo not drawn)
  A: -4; B: 0.0; C: -0.4; D: 2
C=CCn1c(N2CCC(C(=O)Nc3ccc4c(c3)OCO4)CC2)nc2ccccc21
  A: 17; B: 1.4; C: 0.1; D: 18
COc1cccc2c1OC1(C)CC2NC(=O)N1c1cccc(SC)c1 (stereo not drawn)
  A: -1; B: 0.0; C: 0.0; D: 3
Cc1ccc(C)c(N(C)S(=O)(=O)c2c(C)nn(C)c2C)c1
  A: -1; B: 0.6; C: -0.7; D: -2
CC(C)OC(=O)C1CC(C)(O)C(=O)C(C(=O)OC(C)C)C1c1ccc(F)cc1 (stereo not drawn)
  A: 8; B: 0.1; C: -0.2; D: -5
Cc1cccc(-c2nc(C)c(CCNS(=O)(=O)c3ccccc3)s2)c1
  A: -19; B: -0.3; C: 0.8; D: -3
CC(C)(C)CC(=O)N1CCCC(c2nc3c(nnn3Cc3ccccc3)c(=O)[nH]2)C1 (stereo not drawn)
  A: 6; B: 0.1; C: 0.4; D: 16
COC(=O)c1ccc(NC(=O)CSc2nnnn2-c2ccc(OC)cc2OC)cc1
  A: 27; B: 0.0; C: 0.9; D: -1
O=C(Oc1cccc2cccnc12)c1cc(=O)[nH]c2ccccc12
  A: 6; B: -2.1; C: -0.7; D: 19
O=C(COc1ccc(Cl)cc1Cl)N/N=C/c1cc([N+](=O)[O-])ccc1O
  A: -3; B: -0.1; C: 0.0; D: -8
CC(C)OC(=O)CSc1nnc(CNc2ccc(F)cc2)n1Cc1ccco1
  A: 0; B: 0.0; C: -0.1; D: 16
O=S(=O)(Nc1ccccc1)c1ccc(NS(=O)(=O)c2ccc3c(c2)OCCO3)cc1
  A: 0; B: 0.0; C: 1.7; D: -10
OCCN(CC(O)COC1CCCCC1)CC(O)Cn1ccc2ccccc21 (stereo not drawn)
  A: 7; B: 0.2; C: 0.2; D: 7
Cn1nc(Oc2nc(NC(C)(C)C)nc(N3CCOCC3)n2)ccc1=O
  A: 6; B: 0.0; C: 0.3; D: 15
Nc1ncc(Br)cc1S(=O)(=O)NCc1cccnc1
  A: 1; B: -0.1; C: 0.5; D: 1
O=C(Nc1ccccc1F)c1c[nH]c(=O)[nH]c1=O
  A: -12; B: -0.1; C: -8.0; D: -4
CCC(=O)Nc1sc2c(c1C(=O)Nc1ccccc1C)CCC(C)C2 (stereo not drawn)
  A: -2; B: -0.1; C: 0.4; D: -13
O=C(NCC1CCCO1)c1ccc(NC(=O)c2cccs2)cc1 (stereo not drawn)
  A: -5; B: 0.0; C: -1.3; D: -1
Cc1nnc(SCCNC(=O)Cn2nnnc2CN2CCCCCC2)s1
  A: 11; B: 0.0; C: 0.1; D: 0
CC1(C(=O)Nc2cccc3ccccc23)CCCCC1
  A: -5; B: -0.1; C: 0.3; D: -4
Cc1cccc(CN2CCN3C(=O)[C@H](CCCCN)NC(=O)[C@H]3C2)n1
  A: -5; B: 0.0; C: -1.3; D: -11
COC(=O)c1ccc2c(=O)n(Cc3ccc4c(c3)OCO4)c(SCc3ccc([N+](=O)[O-])cc3)nc2c1
  A: -2; B: 0.0; C: -2.6; D: 2
CCC(Sc1ccc(C(=O)O)cc1)C(=O)O (stereo not drawn)
  A: 3; B: -0.1; C: 2.2; D: 7

# High-throughput results: PubChem BioAssay, The Scripps Research Institute Molecular Screening Center
